# Screens (PubChem BioAssay)
# 15-hLO-2 inh – qHTS Assay for Inhibitors of 15-hLO-2 (15-human lipoxygenase 2). AID 881, 2007. Potency, µM (series often up to 57.1 µM), for inactives: at the highest dose activity change, negative = inhibition, most hits filed as inhibitors. purified 15hLO-2, xylenol orange hydroperoxide absorbance. 0.56% of 110,000 active. Polyunsaturated fatty acid lipoxygenase ALOX15B (Homo sapiens), O15296; also: potency is read from the fitted curve at half-maximal effect; nearly all actives have a fitted effect of over 60% in size; many of its hits are not listed in these tables
# Target sequence (O15296 whole entry, looked up): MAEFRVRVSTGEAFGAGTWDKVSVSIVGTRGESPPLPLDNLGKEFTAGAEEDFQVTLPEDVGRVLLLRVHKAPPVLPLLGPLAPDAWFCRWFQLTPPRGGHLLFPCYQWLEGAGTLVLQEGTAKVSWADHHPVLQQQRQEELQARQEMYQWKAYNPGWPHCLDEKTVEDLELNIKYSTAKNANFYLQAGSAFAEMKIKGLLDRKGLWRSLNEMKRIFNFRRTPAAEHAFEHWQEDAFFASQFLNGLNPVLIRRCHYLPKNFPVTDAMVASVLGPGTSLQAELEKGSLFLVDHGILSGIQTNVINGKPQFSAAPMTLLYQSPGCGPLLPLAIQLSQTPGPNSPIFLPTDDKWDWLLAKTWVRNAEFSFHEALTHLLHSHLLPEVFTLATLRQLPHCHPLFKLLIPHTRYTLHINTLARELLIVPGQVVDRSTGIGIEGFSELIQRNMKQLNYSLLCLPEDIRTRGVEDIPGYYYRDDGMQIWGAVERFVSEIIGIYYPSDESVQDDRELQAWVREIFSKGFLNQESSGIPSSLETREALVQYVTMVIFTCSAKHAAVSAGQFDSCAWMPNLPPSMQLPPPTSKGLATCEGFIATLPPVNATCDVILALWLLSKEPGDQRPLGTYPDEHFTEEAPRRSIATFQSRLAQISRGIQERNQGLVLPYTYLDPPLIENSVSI
#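 Enzyme 50 nM, AA 45 uM, 25 mM Hepes pH 7.5 + 0.01% Triton X-100; cpd preinc 15 min RT, rxn 90 min RT; stop/detect with 200 uM XO + 300 uM Fe(II) in 50 mM H2SO4, 30 min; A573/A405.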
# ALOX12 inhib – qHTS Assay for Inhibitors of 12-hLO (12-human lipoxygenase) | Polyunsaturated fatty acid lipoxygenase ALOX12 (Homo sapiens), P18054 | purified 12-hLO, xylenol orange hydroperoxide absorbance | Potency, µM (top dose mostly 57.1 µM), without a hit: at the top dose activity change, negative = inhibition, most hits filed as inhibitors | 0.12% of 150,000 active | AID 1452, 2008; also: potency is read from the fitted curve at half-maximal effect; nearly all actives have a fitted effect of over 55% in size; many of its hits are not listed in these tables
#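 150 nM 12hLO, 25 mM Hepes pH 7.0 + 0.01% Triton X-100; cpd preinc 15 min RT; 40 uM arachidonic acid, 30 min RT; Fe-XO 30 min; A573/A405 ratio as read-out.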
# PNC assembly inh – High Content Assay for Compounds that inhibit the Assembly of the Perinucleolar Compartment | PC3M PTB-GFP, PNC prevalence imaging, 16 h; stronger effect = lower value | activity change (PNC), negative = inhibition, % at 10 µM | 3.1% of 140,000 active | AID 2417, 2010;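 active = readout at or below -70, meaning at least 70% loss of cells showing the perinucleolar compartment, a nuclear body marking cancer cells; inconclusive = readout between -30 and a set limit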;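 also: plate controls were DMSO wells for no effect and camptothecin positive control wells for full effect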
#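 Read-out is percentage of cells bearing a perinucleolar compartment, from automated 20x imaging of fixed, Hoechst-stained PC3M PTB-GFP cells. Cells were seeded 4 h, then exposed 16 h to compound (23 nl of library stock) in duplicate plates.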
# IMPase inh – qHTS Assay for Identifying the Cell-Membrane Permeable IMPase Inhibitors; Inositol monophosphatase 1 (Rattus norvegicus), P97697; AID 901, 2007; CHO-M1 cells, IP1 accumulation, HTRF TR-FRET ratio; inhibition (IP1 accumulation), % at 46.1 µM; 120,000 tested, under 10 active; active = well fitted curve in the direction sought with a large enough effect in the signal ratio, not every such curve was filed as active; inconclusive = small, poorly fitted or top-dose-only effect, or a change in a side signal; inactive = no such curve, though single readings can be large or run the other way; the % refers to the signal ratio;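 also: cells stimulated with carbachol in lithium chloride buffer; plate controls were DMSO basal wells for no effect and reference inhibitor wells for full effect; higher means more IMPase inhibition seen as more IP1 and lower FRET ratio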
# Target sequence (P97697 whole entry, looked up): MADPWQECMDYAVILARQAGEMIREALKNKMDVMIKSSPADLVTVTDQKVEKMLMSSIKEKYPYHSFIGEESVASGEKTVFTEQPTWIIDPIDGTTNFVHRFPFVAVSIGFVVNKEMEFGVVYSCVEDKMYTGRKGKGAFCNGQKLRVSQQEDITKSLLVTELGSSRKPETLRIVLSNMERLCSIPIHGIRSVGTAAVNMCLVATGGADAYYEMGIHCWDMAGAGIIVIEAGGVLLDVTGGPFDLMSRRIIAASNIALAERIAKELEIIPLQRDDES
#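 Carbachol-driven Gq signalling in CHO-M1 cells (2000/well) generates IP1. Compounds that block IMPase raise IP1 and so reduce the FRET signal from Eu-anti-IP1 and d2-IP1 after a 10 min room-temperature lysis.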
# The depositor's hits bear a star; ? = inconclusive; . = not tested or not shown; & = joins results of further samples; [ ] = dose if it differs, or a comment. Unless noted, calls follow the shape of the dose curve; as a rule, active = well fitted curve in the direction sought with a large enough effect; inconclusive = small, poorly fitted or top-dose-only effect, or another doubt; inactive = no such curve, though single readings can be large; an effect the other way counts as inactive or inconclusive. Unless noted, % is scaled to controls: 0 for no effect and ±100 for the full control effect.
molecule,PNC assembly inh,15-hLO-2 inh,ALOX12 inhib,IMPase inh
CCOc1ccc(S(=O)(=O)NCCCN2CCOCC2)cc1,-4,-9%,-7%,-4
CCn1c(SCC(=O)Nc2ccc(C)cc2)nc2nc3c(cc2c1=O)CCCC3,?,.,-1%,-7
Cn1c(SCC(=O)N/N=C/C=C/c2ccccc2[N+](=O)[O-])nc2ccccc21,13,.,-4%,.
CCC(C)(C)NC(=O)C(c1ccc(OC)cc1)N(Cc1cccs1)C(=O)CCC(=O)Nc1cc(C)on1 (centres undefined),-9,.,7%,-2
CCC(=O)Nc1nonc1-c1nc2ccccc2n1N(C(=O)CC)C(=O)CC,23,-3%,9%,-1
O=C(NCCN1CCCC1)C1(S(=O)(=O)c2ccc(Cl)cc2)CC1,5,-1%,0%,13
O=C(c1ccc(F)cc1)N1CCN(Cc2ccccc2Br)CC1,-99*,2%[11.4 µM],-4%,8[1.84 µM]
Cc1cc(C)c(C#N)c(SCc2cn3ccccc3n2)n1,-21,.,-5%,.
COC(=O)c1ccc2c(c1)NC(=O)C(N1CCCC1)S2 (centres undefined),-21,6%,-6%,3
Cc1nn(-c2ccccc2)c(Cl)c1/C=N/Nc1nc2ccccc2n1C,?,.,-9%,.
COC(=O)N1CCC[C@@]2(CCN(C(=O)NC(C)C)C2)C1,.,3%,-6%,.
COC(=O)Cn1ncc(N2C3CC(CC(C)(C)C3)C2C)c(Cl)c1=O (centres undefined),?,.,-2%,.
CCOc1[nH]n(-c2ccc(Cl)cc2)c(=O)c1C=Nc1ccc(OC)cc1,24,31%[activator],6%,-2
Cc1cc(C)n(C(=O)c2ccccc2[N+](=O)[O-])n1,-21,.,-1%,3
CCCCn1c(=O)[nH]c(=O)c2c1nc(COC(=O)c1c(C)noc1C)n2CCC,-28,-5%,-2%,2
C/C(=N\NC(=O)c1cc(-c2ccc(C)s2)[nH]n1)c1ccco1,-12,.,0%,.
CCCNC(=O)C12CCC(C)(C(=O)C1Br)C2(C)C (centres undefined),-8,.,-1%,.
CO[C@@H]1C=CO[C@]2(C)Oc3c(C)c(O)c4c(O)c(c(C=NN5CCN(C)CC5)c(O)c4c3C2=O)NC(=O)C(C)=CC=C[C@H](C)[C@H](O)[C@H](C)[C@H](O)[C@H](C)[C@H](OC(C)=O)[C@H]1C,.,-12%[25.6 µM],-6%[25.6 µM],-1[20.6 µM]
Cc1nnc(SCC(=O)N2CCc3ccccc3C2)s1,?,-5%,1%,-4
CSc1ccc(Cl)c(C(=O)NC2CCCC2)c1,20,2%,-2%,3

# Later entries
molecule,PNC assembly inh,15-hLO-2 inh,ALOX12 inhib,IMPase inh
C=C1C[C@@]23C[C@]1(O)CC[C@@H]2[C@]12C=C[C@@H](O)[C@](C)(C(=O)O1)[C@H]2[C@H]3C(=O)O,.,0%[25.6 µM],3%[25.6 µM],1[20.6 µM]
COc1ccc(N/N=C(/C#N)S(=O)(=O)c2nsc(C)c2C#N)cc1,-1,?,-17%,-4
O=C(Oc1ccnc2cc(Cl)ccc12)N1CCOCC1,-13,-4%,-1%,2
Cc1ccc2c(COn3nnc4ccc(S(=O)(=O)N(C)C)cc43)cc(=O)oc2c1C,0,-5%,-3%,-1
COC(=O)c1nn(-c2ccccc2)c(=O)cc1Oc1ccc(Cl)cc1,19,0%,-2%,3
COc1ccc(CC(=O)NC2CCN(CC(=O)N3CCCc4ccccc43)CC2)cc1OC,51,3%,-4%,1
CC(/C=N/Nc1nnc2c(n1)[nH]c1ccccc12)=C\c1ccco1,-12,-4%,2%,6
Cc1ccc(-c2noc(C3CCCN(C(=O)c4ccc(F)cc4F)C3)n2)cc1 (centres undefined),?,2%,-4%,-7
Cc1c(S(=O)(=O)Nc2cc(Cl)ccc2Cl)c(=O)n(C)c(=O)n1C,?,.,1%,-11
N#Cc1cc(S(=O)(=O)c2ccccc2)c(N)[nH]c1=O,-113*,-24%[11.4 µM],7%,-14[1.84 µM]
CCCCNC(=O)CC(NS(=O)(=O)c1ccc(C)cc1)c1ccco1 (centres undefined),-23,8%,-7%,-4
CCn1c(NCc2ccc(N(C)C)cc2)nc2ccccc21,?,21%,7%,6
CCOc1c(Cl)cc(C(=O)NCCN2CCCCC2)cc1Cl,38,8%,-6%,1
CCOC(=O)C1=C(C)N(c2ccc(C)cc2)C(=O)/C1=C\c1cccs1,?,?,-12%,-9
COc1ccc2c(C)cc(=O)oc2c1C,-17,0%,1%,9
N#CC1=C(N)N(c2ccc(F)cc2)C(=O)C1,?,3%,1%,5
C/C(=N/N=C/c1ccc(N(C)C)cc1)c1ccccc1,24,.,6%,.
Cc1cc(NS(=O)(=O)c2ccc(Cl)cc2)nn1CC(=O)NCc1ccco1,9,0%,2%,6
O=C(Cn1cccc1C(=O)c1ccccc1)NCc1cccnc1,2,2%,1%,-3
Cc1c(NC(=O)Cc2ccccc2)cccc1C(=O)NN1C(=O)c2ccccc2C1=O,?,.,0%,7

# Carrying on:
molecule,PNC assembly inh,15-hLO-2 inh,ALOX12 inhib,IMPase inh
CCOCCc1nnc(NC(=O)c2cc(OC)c(OC)c(OC)c2)s1,?,-4%,0%,-9
CN1CCCN(C(=O)/C=C/c2ccc(F)cc2)CC1,-18,.,5%,9
CC(=O)NCC(=O)N(C)C(C(=O)Nc1ccc2c(c1)OCCO2)c1ccccc1 (centres undefined),4,.,4%,-2
COc1cc(C2Nc3cc(Cl)c(S(N)(=O)=O)cc3S(=O)(=O)N2)cc(OC)c1OC (centres undefined),-1,-2%,-5%,5
CC1(C)NC(=O)N(CCCCOc2ccc(Cl)cc2)C1=O,0,5%,-5%,-5
O=C(NCCNS(=O)(=O)c1ccccc1Cl)c1cc(OCC(F)(F)F)ccc1OCC(F)(F)F,20,-2%,-7%,1
CCN1CCN(c2cc(SC(C)C)nc(-c3ccc(OC)cc3)n2)CC1,17,44%[activator],11%,0
CC(=O)c1ccc(OCC(O)CN2CCN(CCN3C(=O)c4cccc5cccc(c45)C3=O)CC2)cc1 (centres undefined),35,.,-5%,.
CCCCSc1nc(NCc2ccco2)c2c3c(sc2n1)COC(C)(C)C3,-9,-6%,-10%,9
N#Cc1ccc(-c2csc(NNC(=O)c3ccccc3)n2)cc1,71,.,-1%,6
CSCCC(NC(=O)c1cccc([N+](=O)[O-])c1)C(=O)O (centres undefined),-22,.,-2%,.
COC(=O)c1ccc(-c2ccc(C(=O)N3CCCN(C)CC3)cc2)cc1,-4,14%,5%,4
COC(=O)c1cccc(S(=O)(=O)N(Cc2ccco2)Cc2cc3cc(OC)c(OC)cc3[nH]c2=O)c1,-2,-4%,-12%,4
O=C(c1ccccc1)c1cc2ccc(O)cc2oc1=O,22,7%,2%,0
O=C(CSc1nc2ccc([N+](=O)[O-])cc2s1)c1ccc2ccccc2c1,.,-3%[11.4 µM],2%[11.4 µM],.
C[N+]12CCC(CC1)C(OC(=O)C(O)(c1ccccc1)c1ccccc1)C2 (centres undefined),-27,2%,0%&1%,.
O=C(CSc1nnc(-c2cccnc2)n1Cc1ccccc1)NCc1ccco1,9,-7%,0%,3
CC(=O)OC1CCC2(C)C3CC(=O)C4(C)C(CC5OC6(CCC(C)CO6)C(C)C54)C3CC[C@H]2C1 (some centres undefined),.,-5%,0%,.
C=C(C)CN1C(=O)C(O)(CC(=O)c2ccc3c(c2)OCCO3)c2ccccc21 (centres undefined),20,-3%,-4%,2
Cc1cc(C)c2sc(NNC(=O)c3ccc(S(=O)(=O)N4CCc5ccccc5C4)cc3)nc2c1,42,.,-12%,.

# Just IMPase inh, PNC assembly inh and 15-hLO-2 inh, for some of the entries so far:
structure | IMPase inh | PNC assembly inh | 15-hLO-2 inh
CCOc1c(Cl)cc(C(=O)NCCN2CCCCC2)cc1Cl | 1 | 38 | 8%
CCC(C)(C)NC(=O)C(c1ccc(OC)cc1)N(Cc1cccs1)C(=O)CCC(=O)Nc1cc(C)on1 (centres undefined) | -2 | -9 | .

# Carrying on:
molecule,PNC assembly inh,15-hLO-2 inh,ALOX12 inhib,IMPase inh
Cc1ccc(Cn2nc(C)c(NC(=O)c3cc(C)no3)c2C)cc1,-2,5%,-2%,3
COc1cccc(OCC(O)CN2CCN(c3ncccn3)CC2)c1 (centres undefined),46,.,4%,.
CC1CCCC(C)N1C(=O)Cn1c(=O)sc2ccccc21 (centres undefined),-28,-2%,0%,1
CCn1c(SC)nnc1-c1sc2cc(Cl)ccc2c1Cl,12,-7%,-27%,10
Cc1ccc(S(=O)(=O)O/N=C2\CCCc3ccccc32)cc1,38,1%,-7%,4
C[C@@]12CCC(O)C[C@H]1CCc1ccccc12 (some centres undefined),.,-11%,1%,.
COc1ccccc1NS(=O)(=O)c1ccc(O)c(C(N)=O)c1,?,-14%[11.4 µM],0%,-6[1.84 µM]
CC1CN(C(=O)CN2C(=O)NC3(CCCCCCC3)C2=O)CC(C)O1 (centres undefined),47,0%,10%,3
COc1cc(OC)c2c(C)cc(=O)oc2c1,-3,-9%,5%,-7
CSCCC(NC(=O)c1cccc([N+](=O)[O-])c1)c1nc2ccccc2[nH]1 (centres undefined),?,.,1%,9
COc1ccc(N2CCN(C(=O)CSc3nnc4c5cc(C)ccc5n(C)c4n3)CC2)cc1,27,-8%,3%,12
O=C(/C=C1\SC(=O)N(CC(=O)Nc2ccc(F)cc2)C1=O)Nc1ccc(Cl)cc1,?,.,-1%,.
O=C(O)c1cc2cc(F)ccc2[nH]1,?,10%,-5%&-4%,-3
CCCCCCCCCC[Si](C)(C)CCC(=O)N[C@@H](Cc1ccc(C)cc1)c1ccccc1,.,12%,-3%,4
O=C(N/N=C/c1c[nH]c2ccccc12)c1cc(-c2cccc3ccccc23)n[nH]1,-5,.,-4%,0
O=C(OCC(=O)c1c[nH]c2ccccc12)c1ccc(Br)o1,?,3%,4%,-3
CC(C)(C)c1nnc(N/N=C/c2cc(Br)ccc2O)n(N)c1=O,14,.,3%,22
Cc1ccc(-n2nc3c(c2NC(=O)C(C)(C)C)CSC3)c(C)c1,?,-10%,-17%,5
O=C(CCCOc1ccc(Cl)cc1Cl)N1CCN(c2ccccn2)CC1,-7,16%,-22%,?
COc1ccc(C2CC(c3ccc(Cl)cc3)n3nc(N)nc3N2)cc1 (centres undefined),?,31%[activator],-10%,-2

# Continuation.
molecule,PNC assembly inh,15-hLO-2 inh,ALOX12 inhib,IMPase inh
CCc1ccc(NC(=O)C(NS(=O)(=O)c2cccc3nsnc23)c2ccccc2)cc1 (centres undefined),46,.,-6%,.
CCCCOC(=O)c1ccc(NC(=O)C(=O)NCC2CCCO2)cc1 (centres undefined),7,.,7%,-3
Oc1ccccc1CNc1cnc2ccccc2c1,5,.,0%,2
COc1ccccc1-c1nc(C#N)c(N2CCN(c3cccc(Cl)c3)CC2)o1,-23,-15%[11.4 µM],2%,-10[1.84 µM]
COc1cccc(-c2nc(NC(C)C)c3ccccc3n2)c1O,19,15%,-7%,2
CC12CCC(C(=O)N(NC(=O)c3ccc(O)cc3)C1=O)C2(C)C (centres undefined),91,-9%,-1%,-4
CCOCCCNC(=O)C1CCC(CNS(=O)(=O)c2ccc(Cl)cc2)CC1 (centres undefined),-25,-1%,3%,9
CC(=O)N1c2ccc3ccccc3c2C(C)CC12CCCCC2 (centres undefined),?,7%,-5%,-3
COc1ccc(/C=C/C(O)=C2/C(=O)N(C)C3(C)CC2c2ccccc2O3)cc1 (centres undefined),1,3%,-13%,2

# This is a subset, so the mix of outcomes need not match the whole.
